# Yp Topo-I inh: inhibitors of Yersinia pestis topoisomerase I. Y. pestis Topo-I cleavage product accumulation, plate reader. activity, % at 10 µM. hit rate 0.064% among 360,000; in the data active = activity above about 50%, passing the limit was not always enough; also: inactives centre near 2
# PrPC TRFRET: cell surface PrPC inhibition, primary TR-FRET screen | hit rate 0.43% among 370,000 | AID 720596 | inhibition, % at 13.8 µM | TR-FRET read-out | P04156; in the data active = inhibition above about 24%; also: 0% = median of the test wells and 100% = reference compound wells
# MazF activator: increases E. coli MazEF RNase cleavage of RNA | FAM/BHQ RNA-DNA oligo cleavage fluorescence, 5 h | activation, % at 20 µM | hit rate 0.32% among 350,000; in the data active = activation above about 50%
# Target sequence (P0AE70 whole entry, looked up): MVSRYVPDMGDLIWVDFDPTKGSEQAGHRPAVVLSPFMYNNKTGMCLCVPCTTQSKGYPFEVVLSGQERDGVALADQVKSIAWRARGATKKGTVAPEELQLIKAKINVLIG
# PriA SSB inh: blocks PriA binding to SSB C-terminal tail. inhibition, % at 33 µM. hit rate 0.6% among 430,000. AlphaScreen SSBct-PriA binding, biotinylated peptide; in the data active = inhibition mostly above about 37%, no sharp cut-off; inactive = mostly below about 20%;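 also: plate controls were negative control peptide for no effect and reference peptide for full effect; strong numbers were not always called active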
# 3CLpro inhibitor: SARS-CoV 3CLpro protease inhibition; P0C6X7; recombinant SARS-CoV 3CLpro, quenched FRET peptide cleavage; inhibition, % at 6 µM; hit rate 0.14% among 290,000; in the data active = inhibition above about 12%
# Vc quorum ag: inducers of Vibrio cholerae quorum light production without autoinducers; hit rate 0.16% among 350,000; V. cholerae BH1578 lux reporter, luminescence, 6 h; activation, % at 18.7 µM; in the data active = activation mostly above about 9.7%, no sharp cut-off; also: not every result past the cut was called active; inactives centre near 0; reference of the scale not given here
# VHR inh abs: blocks human VHR1 dual specificity phosphatase. recombinant VHR phosphatase, pNPP absorbance. inhibition, % at 13.3 µM. hit rate 0.52% among 290,000; in the data active = inhibition above about 50%; also: some compounds called inactive have numbers as strong as hits
# Target sequence (P51452 whole entry, looked up): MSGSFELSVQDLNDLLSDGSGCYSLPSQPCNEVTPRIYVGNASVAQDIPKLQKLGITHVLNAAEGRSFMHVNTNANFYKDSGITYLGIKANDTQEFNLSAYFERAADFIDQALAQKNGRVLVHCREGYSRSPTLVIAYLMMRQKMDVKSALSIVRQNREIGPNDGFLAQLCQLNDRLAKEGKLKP
# CCHFV vOTU inh: blocks the CCHF virus ovarian tumor domain protease; inhibition, % at 11.5 µM; CCHFV vOTU protease, Pep-AMC fluorescence; hit rate 0.55% among 370,000; in the data active = inhibition above about 30%; also: 0% = vehicle wells with enzyme and 100% = no enzyme wells
# TcdB GH inh: TcdB glycohydrolase inhibition. P18177. TcdB glycohydrolase enzymatic assay, plate reader. inhibition, % at 9.99 µM. hit rate 0.24% among 350,000; in the data active = inhibition above about 10%
# Rv3671c inh: inhibits the M. tuberculosis serine protease Rv3671c | P9WHR9 | inhibition, % at 5.96 µM | hit rate 0.048% among 320,000; in the data active = inhibition above about 38%;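 also: extracellular domain of Rv3671c used as enzyme; 0% = enzyme with DMSO and 100% = no enzyme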
# Target sequence (P9WHR9 whole entry, looked up, the tested form may be a part): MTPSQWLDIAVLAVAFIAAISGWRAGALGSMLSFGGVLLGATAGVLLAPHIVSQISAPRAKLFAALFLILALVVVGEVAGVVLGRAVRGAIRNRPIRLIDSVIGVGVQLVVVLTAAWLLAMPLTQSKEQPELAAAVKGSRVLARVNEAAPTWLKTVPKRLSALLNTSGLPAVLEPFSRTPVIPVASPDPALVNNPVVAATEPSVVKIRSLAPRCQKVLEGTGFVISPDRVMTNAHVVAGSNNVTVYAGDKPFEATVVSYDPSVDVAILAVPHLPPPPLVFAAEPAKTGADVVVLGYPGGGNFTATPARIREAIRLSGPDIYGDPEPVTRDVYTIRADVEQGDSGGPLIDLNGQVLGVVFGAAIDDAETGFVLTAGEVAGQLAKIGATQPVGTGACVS
# * marks the source's active call; other numbers are inactive results; i = inactive; nt = no result given; & = joins results of further samples. Some of the compounds tested, so the mix of outcomes need not match the whole.
mol,Yp Topo-I inh,Vc quorum ag,3CLpro inhibitor,PrPC TRFRET,PriA SSB inh,VHR inh abs,TcdB GH inh,CCHFV vOTU inh,Rv3671c inh,MazF activator
COc1ccc(S(=O)(=O)N2CCN(Cc3ccc4c(c3)OCO4)CC2)c2ccccc12,33,-0.3,0,12,2,4,2.9,2,-6,-4
COCCNC(=S)Nc1cc(OC)c(NC(=O)c2ccco2)cc1OC,-5,-2.1,1,-3,-18,15,1.1,-1,0,1
CCCCNC(=O)c1cccc(S(=O)(=O)N2CC3(C)CC2CC(C)(C)C3)c1 (stereo unspecified),28,-0.6,nt,9,-5,nt,0.8,31*,-6,-2
N#Cc1ccc(C(=O)NC23CC4CC(CC(C4)C2)C3)cc1,4,i,2,1,-18,-10,-0.1,-9,-2,0
Nc1nnnn1/N=C/c1cccc(Br)c1,0,1.4,1,1,nt,-18,-0.4,7,-6,-1
O=S(=O)(Nc1cccc2nsnc12)c1ccccc1,-2,i,-2,-3,-1,46,nt,-5,4,-8
COc1ccc(-c2sc3ccc(OC)cc3c2C#Cc2cncn2C)cc1,-10,i,nt,-4,-4,nt,0.5,-15,-7,4
Cn1c(C(=O)NCc2ccccn2)cc2c(=O)n(C)c3ccccc3c21,8,i,-1,4,-2,4,-0.4,-3,-7,4
CC(C)NC(=O)NC(=O)CSc1nnc(-c2c[nH]c3ccccc23)o1,12,-0.3,6,2,24,-2,1.3,9,-14,6
O=C(Cc1ccccc1)NCc1ccc(F)cc1,3,-0.4,-4,0,-16,5,nt,-7,0,7

# (list continues)
mol,Yp Topo-I inh,Vc quorum ag,3CLpro inhibitor,PrPC TRFRET,PriA SSB inh,VHR inh abs,TcdB GH inh,CCHFV vOTU inh,Rv3671c inh,MazF activator
O=C(c1ccc(C(F)(F)F)cc1)C1CCCN(C(=O)c2cnccn2)C1 (stereo unspecified),0,-3.3,0,2,3,22,0.1,-6,4,0
COC(=O)c1nnn(-c2nc(N(C)C)nc(N(C)C)n2)c1C,7,-2.1,4,3,-6,6,2.6,-9,-12,8
CC(C)N1CCNCC1,10,-0.1,-1,3,-13,7,0.2,-6,-10,4
CCC(C)(C)n1nnnc1C(c1cc2cccc(C)c2[nH]c1=O)N1CCN(C(=O)c2ccco2)CC1 (stereo unspecified),12,i,-2,-7,-14,-4,nt,4,5,0
CC1(C)CC(=O)C(C=NCC2CCN(C(=S)Nc3ccccc3)CC2)=C(O)C1,6,i,1,-2,-4,-5,0.9,4,-4,5
Cc1cc(Br)ccc1NC(=O)CN(C)C(=O)C1CCN(C(=O)c2ccc(Cl)cc2)CC1,20,i,nt,6,-3,nt,2.9,5,nt,-13
CCOc1ccc(S(=O)(=O)N(C(=O)c2ccco2)c2cc3sc(=O)oc3c3ccccc23)cc1,-6,-0.2,6,0,12,-4,nt,2,3,5
NNC(=O)c1cc2sccc2s1,7,i,0,13,-11,27,7.3,11,-6,-4
C=C1[C@@H](C)[C@H]2[C@H](Cc3ccccc3)NC(=O)[C@]23OC(=O)/C=C/[C@H](O)CCC[C@@H](C)C/C=C/[C@H]3[C@@H]1O,3,4.2,4,41*,nt,16,0.2,-6,2,11
CCCCCCCn1ccc(=N)cc1,-1,2.2,2,13,-1,-10,nt,7,-3,-5

# New compounds follow
mol,Yp Topo-I inh,Vc quorum ag,3CLpro inhibitor,PrPC TRFRET,PriA SSB inh,VHR inh abs,TcdB GH inh,CCHFV vOTU inh,Rv3671c inh,MazF activator
N#CC12CCCCC1CC1CCCCC1(C#N)N2Cc1ccccn1 (stereo unspecified),4,0.6,-3,-1,-8,-22,nt,2,4,3
CN1CCN(CCCNC(=O)c2ccc3c(=O)n(CCc4ccccc4)c(=O)[nH]c3c2)CC1,-13,-0.5,0,-8,-7,26,1.0,-3,-13,-4
COc1cc(NC(=O)c2ccccc2OCc2ccccc2)cc(OC)c1OC,7,i,8,-7,-9,-16,0.7,14,-19,1
O=C(O)CCc1ccc(-c2cccs2)n1NC(=O)c1ccco1,-1,-0.5,1,-1,-5,11,nt,-1,2,8
Fc1cccc(F)c1-c1nc(-c2ccncc2)no1,6,-0.3,1,-6,-4,10,-1.3,-6,3,2
COCCCN1C(=O)c2ccc(C(=O)OCC(=O)NCc3cccc(OC)c3)cc2C1=O,6,i,nt,9,1,nt,-0.2,6,0,-5
COc1cc(OC)cc(C(=O)N[C@@H](CCSC)c2nc3ccccc3[nH]2)c1,-13,4.0,-2,8,-6,24,0.6,5,-3,-5
Cc1cccc(C)c1NC(=O)CN(C)C(=O)c1cc(S(=O)(=O)N(C)C)ccc1N1CCCC1,5,-1.8,nt,2,-2,nt,1.4,-6,5,6
O=C(CN1C(=O)NC2(CCc3ccccc32)C1=O)NCC(F)(F)F (stereo unspecified),-2,i,5,-2,2,21,4.0,4,8,4
CC(=O)c1ccc(OC2OCCOC2Oc2ccc(C(C)=O)cc2)cc1 (stereo unspecified),5,i,-1,0,-3,8,0.1,9,-2,1

# Compound profiles, from the list above. Order of screens: Yp Topo-I inh | Vc quorum ag | 3CLpro inhibitor | PrPC TRFRET | PriA SSB inh | VHR inh abs | TcdB GH inh | CCHFV vOTU inh | Rv3671c inh | MazF activator
# Shown for COc1ccc(S(=O)(=O)N2CCN(Cc3ccc4c(c3)OCO4)CC2)c2ccccc12 : 33 | -0.3 | 0 | 12 | 2 | 4 | 2.9 | 2 | -6 | -4
# Shown for CN1CCN(CCCNC(=O)c2ccc3c(=O)n(CCc4ccccc4)c(=O)[nH]c3c2)CC1 : -13 | -0.5 | 0 | -8 | -7 | 26 | 1.0 | -3 | -13 | -4
# Shown for COc1cc(NC(=O)c2ccccc2OCc2ccccc2)cc(OC)c1OC : 7 | i | 8 | -7 | -9 | -16 | 0.7 | 14 | -19 | 1

# (listing goes on)
mol,Yp Topo-I inh,Vc quorum ag,3CLpro inhibitor,PrPC TRFRET,PriA SSB inh,VHR inh abs,TcdB GH inh,CCHFV vOTU inh,Rv3671c inh,MazF activator
CCOC(=O)C1=C(O)C(=O)N(c2ccc(S(N)(=O)=O)cc2)C1c1ccc(OC)cc1OC (stereo unspecified),0,-0.3,3,-4,-16,28,nt,-1,6,2
CCN(CC(=O)Nc1c(F)cccc1F)C(=O)Cc1cccs1,1,-0.9,nt,8,1,nt,-3.7,25,nt,6
O=C(N/N=C/c1c[nH]c2ccccc12)c1ccncc1,-2,i,-5,0,nt,-6,-1.0,26,-3,-3
Cc1nn2c(=O)cc(CSc3ccccc3NC(=O)c3ccccc3F)nc2s1,4,-0.3,1,1,5,9,0.5,5,-1,14
Cc1ccc(S(=O)(=O)N/N=C/c2ccc(OC3CSC3)cc2)cc1,13,i,0,-3,nt,9,nt,13,-15,31
Cc1cccc(OCC(=O)NNc2c3ccccc3nc3ccccc23)c1,-3,i,7,-1,-8,18,-0.8,-51,8,-3
CCOC(=O)c1[nH]ncc1CN1CCCC(C(=O)c2cccc(OC(C)C)c2)C1 (stereo unspecified),2,-0.5,-8,1,-2,-10,nt,-17,5,2
COC(=O)c1c(C#N)c(N)nc2c1CCC2,-1,-3.4,-7,-1,-13,13,nt,-133,8,3
COc1ccc(NC(=O)CSc2nc3[nH]ncc3c(=O)n2-c2ccccc2C)cc1OC,-2,i,-8,-2,7,0,nt,-21,-10,8
O=C1c2ccccc2C(=O)N1CCc1c(-c2ccccc2)[nH]c2ccccc12,-7,-1.4,nt,-15,5,nt,0.6,6,nt,5

# Structures listed so far that contain a cyano group (3):
mol,Yp Topo-I inh,Vc quorum ag,3CLpro inhibitor,PrPC TRFRET,PriA SSB inh,VHR inh abs,TcdB GH inh,CCHFV vOTU inh,Rv3671c inh,MazF activator
N#Cc1ccc(C(=O)NC23CC4CC(CC(C4)C2)C3)cc1,4,i,2,1,-18,-10,-0.1,-9,-2,0
N#CC12CCCCC1CC1CCCCC1(C#N)N2Cc1ccccn1 (stereo unspecified),4,0.6,-3,-1,-8,-22,nt,2,4,3
COC(=O)c1c(C#N)c(N)nc2c1CCC2,-1,-3.4,-7,-1,-13,13,nt,-133,8,3

# Going on with the list.
mol,Yp Topo-I inh,Vc quorum ag,3CLpro inhibitor,PrPC TRFRET,PriA SSB inh,VHR inh abs,TcdB GH inh,CCHFV vOTU inh,Rv3671c inh,MazF activator
CN(C(=O)CSc1nc2c(cnn2-c2ccccc2)c(=O)[nH]1)C1CCS(=O)(=O)C1 (stereo unspecified),nt,nt,2,-2,nt,1,-1.6,-3,8,nt
Cc1ccc(S(=O)(=O)N(C)C[C@H]2OCCCC[C@@H](C)Oc3ccc(N(C)C)cc3C(=O)N([C@H](C)CO)C[C@@H]2C)cc1,40,0.7,nt,4,nt,nt,-4.5,15,nt,7
Fc1ccccc1C1CC(c2ccco2)=Nc2ccccc2S1 (stereo unspecified),11,-2.4,1,7,30&-5,11,-0.6,8,3,2
CCC(C)N(C(=O)COC(=O)c1cc([N+](=O)[O-])ccc1N1CCOCC1)C1CCS(=O)(=O)C1 (stereo unspecified),0,-0.8,nt,-7,3,nt,3.4,0,2,0
O=S(=O)(NCC(O)c1ccccc1)c1cc(Cl)sc1Cl (stereo unspecified),13,i,-3,6,-14,10,1.1,7,0,-7
CCOC(=O)c1ccccc1NC1c2ccccc2C(=O)N1C1CCN(C(=O)OCC)CC1 (stereo unspecified),36,i,-3,7,4,-18,2.8,-7,0,7
Nc1nc(Sc2ccc([N+](=O)[O-])cc2[N+](=O)[O-])n[nH]1,1,i,2,-23,3,10,-0.5,20,3,16
CCc1cccc(NC(=O)COC(=O)c2cc([N+](=O)[O-])ccc2N2CCOCC2)c1,-8,0.7,nt,-6,12,nt,0.0,17,-7,16
COc1ccc(OC)c(C2=NOC(C(=O)Nc3cccnc3)C2)c1 (stereo unspecified),4,-0.5,-1,-7,-22,-2,nt,4,-3,-9
O=C(c1ccc2c(=O)n(CCc3ccccc3)c(=O)[nH]c2c1)N1CCN(c2ccc(F)cc2)CC1,5,-0.2,8,-9,0,26,-0.3,8,1,1

# More entries follow:
mol,Yp Topo-I inh,Vc quorum ag,3CLpro inhibitor,PrPC TRFRET,PriA SSB inh,VHR inh abs,TcdB GH inh,CCHFV vOTU inh,Rv3671c inh,MazF activator
CC(C)(C)n1nnnc1C(c1ccccc1F)N(Cc1ccco1)CC1CCCO1 (stereo unspecified),0,7.1,-3,6,0,17,2.6,23,0,-1
O=C(c1ccccc1)c1coc2ccc(O)c(Cl)c12,0,i,0,1,-1,0,12*,2,0,-2
Brc1ccccc1OCCCn1cnc2ccccc21,21,i,6,-2,-14,20,nt,-5,2,-5
O=C1NCCNC(=O)c2ccccc2OCCOc2ccccc21,-4,-3.0,-1,7,-11,4,-0.4,6,-4,5
CCOc1cccc(OCCn2cnc3ccccc3c2=O)c1,-2,-0.4,-5,-3,23,3,0.1,-11,-12,2
CC(C)C1C(=O)N(Cc2cn(CC3CCCCC3)nn2)CCS(=O)(=O)N1Cc1ccc(-c2ccccc2)cc1 (stereo unspecified),11,i,nt,8,nt,nt,0.8,12,nt,-1
COc1cc(C)c(Cl)cc1S(=O)(=O)NCc1ccccn1,1,i,0,-4,-14&-8,13,1.6,-7,-1,5
O=C(CSCc1ccccc1)Nc1ccc(Cl)cn1,1,i,5,nt,-14,-2,nt,nt,-7,17
CCCc1cc(=O)[nH]c2nnc(SCC(=O)NC3CCCC3)n12,9,i,nt,-3,3&-19,nt,2.0,-2,-3,-2
COc1ccc(NC(=O)C2CCN(C(=O)[C@@H]3Cc4ccccc4CN3)CC2)cc1,-6,-7.1,2,-5,-4,4,-0.1,-10,0,1

# Assay outcomes as filed in PubChem BioAssay.
